AmpC detergent – AmpC beta-lactamase inhibition with detergent present. AID 485294. AmpC hydrolysis of nitrocefin, absorbance 480 nm, 0.01% Triton. P00811. 370,000 tested, 0.041% active. Potency, µM (series often up to 114 µM), for the others: at the highest dose activity change, negative = inhibition, actives largely listed as inhibitors;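 note: potency is the fitted concentration of half-maximal effect; 0% = no-compound wells and -100% = no-enzyme wells; nearly all actives have a fitted effect of over 25% in size; some results filed as inactive show a strong effect at the top dose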
Target sequence (P00811 whole entry, looked up): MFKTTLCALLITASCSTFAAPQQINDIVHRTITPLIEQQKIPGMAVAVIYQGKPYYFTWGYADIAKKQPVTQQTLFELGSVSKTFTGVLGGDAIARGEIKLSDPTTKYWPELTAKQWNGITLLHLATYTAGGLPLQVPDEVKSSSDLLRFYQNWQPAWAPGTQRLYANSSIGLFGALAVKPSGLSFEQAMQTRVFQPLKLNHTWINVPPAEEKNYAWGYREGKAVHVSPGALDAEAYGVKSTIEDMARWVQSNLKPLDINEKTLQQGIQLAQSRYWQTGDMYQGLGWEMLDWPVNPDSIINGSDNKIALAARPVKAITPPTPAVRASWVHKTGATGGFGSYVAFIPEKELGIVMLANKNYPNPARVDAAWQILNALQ
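20 mM phosphate pH 7.0 + 0.01% (detergent screen) or 0.0001% Triton X-100; 5.3 nM AmpC reagent; cpd preinc 15 min RT; nitrocefin (800 uM stock) to start; A480 q20 s × 4 min; Activity was normalised to no-enzyme and no-compound control wells.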
TbPYK inhibitor – inhibitors of Trypanosoma brucei pyruvate kinase. 410,000 tested, 0.12% active. Q57TT1. TbPYK enzyme, Kinase-Glo Plus ATP luminescence, 45 min. Potency, µM (top dose mostly 76.8 µM), inactives show top-dose activity, negative = inhibition, actives largely listed as inhibitors; note: potency is the fitted concentration of half-maximal effect; nearly all actives have a fitted effect of over 50% in size
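In this concentration-response screen, enzyme-free wells defined baseline while DMSO plates tracked drift. Each reaction combined TbPYK, substrate, compound and 130 uM ADP for 45 min at room temperature. Kinase-Glo Plus luminescence gave the signal.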
HCMV antiviral – human cytomegalovirus inhibition | HFF cells, HCMV-luciferase reporter, 72 h; active compounds read low | activity change, negative = inhibition, % at 57.5 µM | 410,000 tested, 4.5% active | AID 1259415; in the data active = activity change below about -60%; inconclusive = no clear call, values can overlap the other calls; inactive = above about -39%
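Human foreskin fibroblasts infected with luciferase-reporter HCMV at MOI 1 PFU/cell, compounds at two doses. Luciferase measured 72 h post infection; normalized to buffer-only basal and Salinomycin (10uM) controls.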
LmPK inhibitor – LmPK (Leishmania mexicana) enzyme inhibition. purified LmPK, Kinase-Glo ATP luminescence, 1 h. Potency, µM (series often up to 57.5 µM), for inactives: top-dose activity change, negative = inhibition, most hits filed as inhibitors. 290,000 tested, 0.37% active; note: potency is the fitted concentration of half-maximal effect
Target sequence (Q27686 whole entry, looked up): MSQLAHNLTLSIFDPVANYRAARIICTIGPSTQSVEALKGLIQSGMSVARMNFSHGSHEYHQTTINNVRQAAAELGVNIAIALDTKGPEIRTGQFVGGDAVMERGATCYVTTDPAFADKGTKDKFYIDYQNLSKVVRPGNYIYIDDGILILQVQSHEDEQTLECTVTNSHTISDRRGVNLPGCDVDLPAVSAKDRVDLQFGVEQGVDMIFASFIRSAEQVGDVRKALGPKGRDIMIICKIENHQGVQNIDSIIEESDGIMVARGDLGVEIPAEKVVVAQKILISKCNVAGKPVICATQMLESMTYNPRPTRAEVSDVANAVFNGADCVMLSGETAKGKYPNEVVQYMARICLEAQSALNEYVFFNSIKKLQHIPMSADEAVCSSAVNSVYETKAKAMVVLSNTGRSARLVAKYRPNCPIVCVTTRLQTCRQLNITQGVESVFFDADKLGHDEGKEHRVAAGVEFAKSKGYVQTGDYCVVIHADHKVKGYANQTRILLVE
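In 50 mM imidazole pH 7.2 with 7 mM MgCl2, LmPK (0.1 nM) turned over PEP (0.5 mM) and ADP (0.1 mM) for 1 h at room temperature. Luciferase read-out of ATP.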
AMA1-RON2 inh – disrupts binding of P. falciparum AMA1 to RON2 | AlphaScreen AMA1-biotinylated RON2 peptide binding | Potency, µM (highest dose often 58.2 µM), inactives show top-dose activity change, negative = inhibition, actives largely listed as inhibitors | 360,000 tested, 0.2% active;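 note: potency is the fitted concentration of half-maximal effect; 0% = vehicle wells and -100% = peptide control; nearly all actives have a fitted effect of over 45% in size; some results filed as inactive show a strong effect at the top dose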
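AMA1 (3D7) with his tag at 25 nM final met compounds first, then biotinylated RON2 peptide at 25 nM; detection used donor plus acceptor beads, 10 µg/mL apiece, read by AlphaScreen after 30 min at room temperature.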
HCV inhibitor – HCV inhibition; Huh7.5.1 HCVcc-Cre infection, luciferase reporter, 44 h; Potency, µM (titrated, usually from 41.8 µM), for inactives: at the top dose activity change, negative = inhibition, actives largely listed as inhibitors; 340,000 tested, 3.4% active; AID 651820; note: potency is the fitted concentration of half-maximal effect
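Cells (1,000/well) were plated 4 h before compound, then infected with HCVcc-Cre virus (~0.5 moi). After 44 h further culture, infection was read as luciferase luminescence following a 15 min substrate incubation at room temperature.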
AmpC inh no detg – AmpC beta-lactamase inhibition without detergent | Potency, µM (doses to about 57.1 µM), for the others: top-dose activity change, negative = inhibition, actives largely listed as inhibitors | P00811 | AmpC nitrocefin hydrolysis, absorbance 480 nm, 0.0001% Triton | 330,000 tested, 0.52% active;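 note: potency is the fitted concentration of half-maximal effect; plate controls were no compound for no effect and no enzyme for full effect; nearly all actives have a fitted effect of over 20% in size; some results filed as inactive show a strong effect at the top dose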
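20 mM phosphate pH 7.0 + 0.01% (detergent screen) or 0.0001% Triton X-100; 5.3 nM AmpC reagent; cpd preinc 15 min RT; nitrocefin (800 uM stock) to start; A480 q20 s × 4 min; Activity was normalised to no-enzyme and no-compound control wells.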
An asterisk follows results filed as active; ? = inconclusive; / = no result given; [ ] = dose if it differs, or a comment. Unless noted, calls come from the whole dose curve; as a rule, active = well fitted curve in the direction sought with a large enough effect; inconclusive = small, poorly fitted or top-dose-only effect, or another doubt; inactive = no such curve, though single readings can be large; an effect the other way counts as inactive or inconclusive. Unless noted, % is set by controls: 0 for no effect and ±100 for the full control effect.

Order of results: AmpC detergent, TbPYK inhibitor, HCMV antiviral, LmPK inhibitor, AMA1-RON2 inh, HCV inhibitor, AmpC inh no detg
- O=c1[nH]c(=O)n(Cc2ccco2)c(O)c1/C=N/N1CCCCC1
  1%, -12%, 77, 12%, 23%, 3%, -12%
- CCOc1ccc(NC(=O)CN(Cc2ccccc2)S(C)(=O)=O)cc1
  ?, -4%, -12, 5%, 5%, -11%, -15%
- Cc1ccc(-c2[nH]c(=S)[nH]c(=O)c2C#N)cc1
  -7%, -2%, -21, 23%, 90%[activator], 2%, -33%
- COc1cccc(-n2c(=O)c3c(C)c(C)sc3n(CC(=O)NCc3ccc(C)cc3)c2=O)c1
  22%, 3%, 4, /, /, /, /
- Cc1ccc(CNC(=S)N2CCOCC2)cc1
  -8%, -2%, 0, 1%, 17%, 6%, -8%
- O=C(NCCc1ccccc1)C1CCN(S(=O)(=O)N2CCC3(CC2)OCCO3)CC1
  -1%, 2%, /, 2%, 12%, 20%, 0.56µM*
- CC1CCC(NC(=O)Cn2c(=O)oc3ccccc32)CC1 (configuration not stated)
  0%, 2%, 6, -3%, 0%, 0%, -30%
- C/C(=N\NC(=O)CNc1cccc(Cl)c1C)C1CC1
  -1%, -2%, 10, 3%, 22%, 18%, -27%
- O=C(N/N=C/c1ccc(Br)o1)c1cccnc1
  ?, -3%, -26, -1%, -1%, 5%, -11%
- O=C1CSC(c2ccccn2)N1Cc1cn2ccccc2n1 (configuration not stated)
  ?, 1%, -16, 4%, 9%, 2%, -18%
- COc1ccc(N2CCN(CCCNC(=O)C3COc4ccc(OC)cc4C3)CC2)cc1 (configuration not stated)
  -5%, 0%, -14, /, /, /, /
- OCCC1CN(Cc2cccc3c2OCO3)CCN1Cc1ccccc1 (configuration not stated)
  -3%, 0%, -9, 4%, -7%, -8%, 1%
- CN(C)CCCN(C(=O)c1cc(-c2cccs2)nc2ccccc12)c1nc2ccc(F)cc2s1
  -5%, 0%, 18, 1%, ?, ?, 159%[activator]
- CS(=O)(=O)c1ccc2nc(NC(=O)c3ccc(N4CCCC4=O)cc3)sc2c1
  -1%, 5%, -20, 5%, -14%, ?, -16%
- CCc1ccc(S(=O)(=O)c2nnn3c2nc(N(C)Cc2ccccc2)c2cc(Cl)ccc23)cc1
  -2%, 8%, 8, /, /, /, /

An excerpt of these results, with each value named.
C/C(=N\NC(=O)CNc1cccc(Cl)c1C)C1CC1
  AmpC detergent: -1%
  TbPYK inhibitor: -2%
  HCMV antiviral: 10
  LmPK inhibitor: 3%
  AMA1-RON2 inh: 22%
  HCV inhibitor: 18%
  AmpC inh no detg: -27%
COc1cccc(-n2c(=O)c3c(C)c(C)sc3n(CC(=O)NCc3ccc(C)cc3)c2=O)c1
  AmpC detergent: 22%
  TbPYK inhibitor: 3%
  HCMV antiviral: 4
  LmPK inhibitor: /
  AMA1-RON2 inh: /
  HCV inhibitor: /
  AmpC inh no detg: /
CCOc1ccc(NC(=O)CN(Cc2ccccc2)S(C)(=O)=O)cc1
  AmpC detergent: ?
  TbPYK inhibitor: -4%
  HCMV antiviral: -12
  LmPK inhibitor: 5%
  AMA1-RON2 inh: 5%
  HCV inhibitor: -11%
  AmpC inh no detg: -15%
O=C(N/N=C/c1ccc(Br)o1)c1cccnc1
  AmpC detergent: ?
  TbPYK inhibitor: -3%
  HCMV antiviral: -26
  LmPK inhibitor: -1%
  AMA1-RON2 inh: -1%
  HCV inhibitor: 5%
  AmpC inh no detg: -11%

More compounds:
Order of results: AmpC detergent, TbPYK inhibitor, HCMV antiviral, LmPK inhibitor, AMA1-RON2 inh, HCV inhibitor, AmpC inh no detg
- COc1ccc(CNC(=O)Cc2ccc(NC(=O)N3CCCCc4ccccc43)cc2)cc1
  2%, -3%, 36, /, /, /, /
- NNC(=O)CN1CCN(c2ncc(C(F)(F)F)cc2Cl)CC1
  ?, 3%, 4, -1%, 71%[activator], -24%, 26%
- COCC(=O)Nc1ccccc1C#N
  -1%, 3%, -10, -7%, 21%, -1%, -16%
- CC1=Nc2ccccc2N=C(NC(=O)c2ccccc2)C1c1ccc(Cl)cc1 (configuration not stated)
  12%, 0%, -63*, 1%, -12%, -24%, -19%
- O=C(Nc1ccc(F)c(F)c1)c1cc(S(=O)(=O)N2CCN(c3ccccn3)CC2)ccc1F
  -14%, -5%, -4, 9%, 2%, ?, -14%
- COc1ccccc1Sc1nc(-c2ccccn2)ncc1OC
  1%, -3%, ?, 4%, -18%, ?, 66%[activator]
- CCN(CC)C(=O)CSc1nnc([C@@H](N)Cc2ccccc2)o1
  -2%, -1%, 38, 3%, 43%[activator], 21%, -10%
- O=C(COC(=O)CCNS(=O)(=O)c1cccs1)Nc1cc(C(F)(F)F)ccc1Cl
  6%, 0%, -19, /, -11%, 6%, -6%
- CN1CCN(C2Cc3ccccc3Sc3cc(C(F)(F)F)ccc32)CC1 (configuration not stated)
  /, 0%, -109*, /, -10%, 11µM*, /
- CC(=O)N1N=C(c2c(O)n(C)c(=O)n(C)c2=O)CC1c1ccccc1 (configuration not stated)
  5%, -5%, -1, 0%, 88%[activator], 0%, -16%
- CCCCCCCCCCCC(=O)c1c(O)cccc1O
  1%, -7%, 21, 1%, -12%, 0%, -57%
- COc1ccc2cc(-c3[nH]ncc3CNCCn3nc(C)cc3C)ccc2c1
  8%, 1%, -18, 2%, 26%, -2%, 77%[activator]
- C/C=C1\NC(=O)[C@H](C)NC(=O)[C@@H](NC(=O)[C@@H](Cc2ccc(O)cc2)NC(=O)[C@@H](NC(=O)/C(C)=C/C)C(C)C)[C@@H](C)OC(=O)[C@H](CCCCc2ccc(O)cc2)NC(=O)[C@@H](CCC(=O)OC)NC1=O
  /, -2%, -4, /, -4%, /, /
- O=C(O)c1ccc2c(c1)OCCOCCOCCOCCOCCO2
  0%, 11%, 8, 7%, 1%, 15%, 11%
- O=C(Nc1cccnc1)c1ccc2c(c1)C(=O)N(Cc1cccnc1)C2=O
  2%, -7%, -4, -8%, -7%, 17%, -5%
- Cc1ccc2c(c1)NC(=O)[C@@]1(C)[C@@H](c3ccccc3)[C@H]3COc4ccccc4[C@@H]3N1C2=O
  3%, 4%, -12, /, -5%, ?, -15%
- CC(OC(=O)Cc1c(F)cccc1Cl)C(=O)NC1(C#N)CCCCC1 (configuration not stated)
  ?, -1%, -28, /, 32%[activator], 22%, -19%
- CCN(CC)CCN(C)c1ccc(N2C(=O)C3CC=CCC3C2=O)cc1[N+](=O)[O-] (configuration not stated)
  4%, 5%, -38, 1%, -2%, 5%, 11%
- Cc1ccccc1-n1cc(CNCc2c(C(=O)N(C)C)nc3ccc(Cl)cn23)cn1
  0%, -1%, -30, 3%, -6%, -23%, 29%
- Cc1cc(NC(=O)Cn2c(=O)oc3cc(S(=O)(=O)N4CCCC4)ccc32)ccc1Br
  7%, 3%, -19, /, /, /, /
- CC1(C(=O)Nc2ccc(Cl)c(C(F)(F)F)c2)Cc2c(-c3ccc(C(N)=O)cc3)ccnc2O1 (configuration not stated)
  /, 2%, -62*, /, -9%, /, /
- CCOc1ccc(CN2CCCC(C(=O)c3ccccc3OC)C2)cc1 (configuration not stated)
  -10%, 4%, -8, -2%, -7%, ?, 60%
- COCCN(C(=S)Nc1ccc(OC)c(Cl)c1)C1CCN(C(C)=O)CC1
  /, -4%, -23, /, 0%, /, /
- Cc1c(C(=O)O)oc2c1C(O)CCC2 (configuration not stated)
  1%, 4%, 18, 2%, -9%, 7%, -13%
- O=C(NCc1cccnc1)C(=O)NC1CCCCC1
  4%, 2%, -24, -6%, 6%, 2%, -3%
- COc1cc(OC)cc(C(=O)Nc2cc(-c3nc4ccccc4s3)ccc2OC)c1
  0%, 1%, 13, /, /, /, /
- Cc1ccc(C2CC(C(F)(F)F)n3nc(C(=O)NCc4ccco4)cc3N2)cc1 (configuration not stated)
  5%, -9%, -3, 3%, 8%, -14%, -3%
- O=C(N/N=C/c1sc(N2CCOCC2)nc1-c1ccccc1)c1ccccc1Cl
  3%, 0%, 5, 3%, -9%, 8.9µM*, 7%
- O=C(Cc1ccc(Cl)cc1)Nc1cccc2ncccc12
  2%, 3%, ?, 1%, 0%, -12%, 0%
- CCN1CCN(S(=O)(=O)c2ccc(Cl)c(C(=O)NC3CCCC3)c2)CC1
  -16%, 0%, -6, /, 14%, 0%, -9%

The list goes on:
mol	AmpC detergent	TbPYK inhibitor	HCMV antiviral	LmPK inhibitor	AMA1-RON2 inh	HCV inhibitor	AmpC inh no detg
CCOc1ccccc1NC(=O)C(OC(=O)c1ccc(O)cc1)c1ccccc1 (configuration not stated)	?	0%	31	1%	1%[2.32 µM]	?	-42%
O=c1cccc2n1C[C@H]1C[C@@H]2CN2CCCC[C@@H]12	-15%	0%	-35	23%	1%	4%	-22%
CNc1nnc(-c2ccc(C)cc2)c2ccccc12	-14%	-5%	?	2%	0%	?	-23%[11.4 µM]
CCCC(=O)N(CC(=O)Nc1sc(C)c(C)c1C(N)=O)Cc1ccccc1	2%	1%	?	-5%	10%	?	0%
CCCCNC(=S)NNC(=O)C12CC3CC(CC(C3)C1)C2	1%	-3%	32	-6%	-4%	27%	-25%
CC(=O)c1ccc(NC(=O)CCC(=O)N2CC(C)Oc3ccc(C)cc32)cc1 (configuration not stated)	-1%	-2%	-20	-9%	0%	10µM*	26%
Cc1cccc(C(=O)N2CCc3cc(CNS(=O)(=O)c4cccs4)ccc32)c1	10%	4%	-62*	/	/	/	/
CCCC(=O)Nc1c(-c2ccc(C)cc2)c(=O)c2ccccc2n1C	1%	10%	-17	-3%	-6%	0%	-10%
CCN(CC)c1ccc(/C=N/N2CCN(c3ccccn3)CC2)cc1	3%	-8%	-31	4%	-14%	3%	-7%

The order is random. About 7.5% of those tested had a hit in this group.
